ALOX12 inh: ALOX12 (human) lipoxygenase inhibition | P18054 | purified 12hLO, xylenol orange hydroperoxide absorbance | Potency, µM (titrated, usually from 108 µM), inactives show at the top dose activity change, negative = inhibition, usual class: inhibitors | 580,000 compounds, 1.1% hits | AID 1671190; note: % is set by controls: 0 for no effect and ±100 for the full control effect
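Purified human 12hLO (150 nM final) in 25 mM Hepes, 0.01% Triton X-100, pH 7.0 was preincubated 15 min at room temperature with compound. Then 40 uM arachidonic acid was added, 30 min. Hydroperoxide was read by Fe-XO absorbance ratio 573/405 nm.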
Vif-APOBEC3G blk: blocks the Vif interaction with human APOBEC3G; Q9HC16; HeLa A3G-eYFP + Vif (tagged APOBEC3G with the HIV-1 protein that degrades it), YFP fluorescence, overnight; Potency, µM (series often up to 46.1 µM), inactives show at the highest dose activity, negative = active, most hits filed as inhibitors; 410,000 compounds, 0.076% hits;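 note: % is set by controls: 0 for no effect and ±100 for the full control effect; nearly all actives have a fitted effect of over 60% in size; hits raise eYFP signal because A3G escapes Vif-driven loss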
Target sequence (Q9HC16 whole entry, looked up): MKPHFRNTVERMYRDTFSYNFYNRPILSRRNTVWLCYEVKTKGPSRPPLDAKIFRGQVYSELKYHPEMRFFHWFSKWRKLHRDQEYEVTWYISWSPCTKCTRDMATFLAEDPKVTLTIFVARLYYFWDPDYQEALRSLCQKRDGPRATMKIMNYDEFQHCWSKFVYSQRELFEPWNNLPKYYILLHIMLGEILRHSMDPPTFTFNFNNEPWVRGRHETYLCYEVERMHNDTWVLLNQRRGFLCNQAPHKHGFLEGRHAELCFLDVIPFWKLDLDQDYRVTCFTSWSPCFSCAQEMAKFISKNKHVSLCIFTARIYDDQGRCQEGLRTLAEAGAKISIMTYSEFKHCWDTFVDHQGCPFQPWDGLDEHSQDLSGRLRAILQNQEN
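Read-out is eYFP fluorescence (Ex 488/Em 500-530) from Vif-expressing HeLa A3G-eYFP cells; more signal means A3G escaped Vif-mediated degradation. Cells plated overnight, compound pinned in, incubated overnight at 37 deg C.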
Vif-APOBEC3F blk: inhibitors of Vif-A3F interaction; HeLa A3F-eYFP + Vif (tagged APOBEC3F with the HIV-1 protein that degrades it), YFP fluorescence increase; 390,000 compounds, 0.2% hits; Potency, µM (top dose mostly 46.1 µM), for the others: at the highest dose activity, negative = active; AID 602313; note: % of control where 0% means no effect; nearly all actives have a fitted effect of over 65% in size
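HeLa cells stably expressing Vif plus C-terminally eYFP-tagged A3F were seeded, incubated overnight at 37 deg C, dosed with compound, incubated overnight again at 37 deg C. Yellow fluorescence (Ex 488/Em 500-530) reported blocked Vif-mediated A3F-eYFP degradation.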
rTrxR1 inhibitor: blocks rat thioredoxin reductase 1; O89049; recombinant rTrxR1, NADPH fluorescence consumption, selenite substrate; Potency, µM (series often up to 114 µM), for inactives: top-dose activity change, negative = inhibition, actives largely listed as inhibitors; 390,000 compounds, 1% hits; note: % is set by controls: 0 for no effect and ±100 for the full control effect; nearly all actives have a fitted effect of over 65% in size
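Rat TrxR1 (90 nM in the dispensed reagent) was pre-reduced with 400 uM NADPH for 5 min at room temperature, then incubated with compound for 15 min. After 400 uM selenite was added, NADPH fluorescence (Ex 340/Em 450 nm) was followed for 8 min.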
TrxR1 substrate: is turned over as a substrate by rat TrxR1. O89049. purified TrxR1 substrate turnover, NADPH consumption readout. Potency, µM (titrated, usually from 114 µM), for inactives: at the top dose activity change, negative = substrate turnover. 390,000 compounds, 0.01% hits. AID 588456; note: % is set by controls: 0 for no effect and ±100 for the full control effect; nearly all actives have a fitted effect of over 50% in size
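Rat TrxR1, dispensed at 90 nM, was prereduced with 400 uM NADPH (final) for 5 min at ~22 deg C, then incubated with compound 15 min before 400 uM selenite. A first-read NADPH fluorescence drop versus no-compound background flagged substrates.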
USP1-UAF1 inh: blocks the human USP1/UAF1 deubiquitinase complex. 390,000 compounds, 0.23% hits. recombinant USP1/UAF1, Ub-Rhodamine cleavage fluorescence. Potency, µM (titrated, usually from 57.1 µM), for the others: at the highest dose activity change, negative = inhibition, actives largely listed as inhibitors. O94782; note: % is set by controls: 0 for no effect and ±100 for the full control effect; nearly all actives have a fitted effect of over 60% in size; inactives centre near -12
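In this screen, compounds sit with the deubiquitinase complex (1nM) for 15 min at room temperature before Ub-Rho is added at 150nM final. Fluorescence rise is then followed for 6 reads every 60 seconds.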
IDH1 R132H inh: inhibitors of human mutant IDH1 R132H. AID 602179. 390,000 compounds, 0.093% hits. O75874. IDH1-R132H enzyme, NADPH consumption, diaphorase/resazurin fluorescence. Potency, µM (top dose mostly 76.6 µM), inactives show at the highest dose activity change, negative = inhibition, actives largely listed as inhibitors; note: % is set by controls: 0 for no effect and ±100 for the full control effect; nearly all actives have a fitted effect of over 65% in size
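IDH1-R132H (0.5 ug/mL dispensed) in pH 7.5 Tris buffer was preincubated 30 min with compound, then given a substrate mix of 0.016 mM NADPH and 2 mM alpha-KG for 80 min at room temperature; remaining NADPH was read by diaphorase/resazurin fluorescence.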
RGS4 inhibitor: human RGS4 inhibition | P49798 | Transcreener GDP fluorescence polarization, RGS4-accelerated GTP hydrolysis | Potency, µM (series often up to 114 µM), inactives show top-dose activity change, negative = inhibition, most hits filed as inhibitors | 390,000 compounds, 0.039% hits; note: % is set by controls: 0 for no effect and ±100 for the full control effect; nearly all actives have a fitted effect of over 75% in size; some results filed as inactive show a strong effect at the top dose
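MLSMR compounds (23 nl, pin-transferred) preincubated 10 min at room temperature with a 500nM (2x) first reagent, then RGS4 at 900nM (2x) plus Transcreener GDP mix added; fluorescence polarization (620/688 nm) read before and after 90 min at 30 °C.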
RXFP1 agonist: agonists of human relaxin receptor RXFP1. HEK293T-RXFP1 cAMP TR-FRET, 30 min; response scale: percent of porcine relaxin response, buffer zero. Potency, µM (top dose mostly 57.5 µM), for the others: top-dose activation, actives largely listed as activators. 370,000 compounds, 0.3% hits. AID 2676; note: % is set by controls: 0 for no effect and ±100 for the full control effect; nearly all actives have a fitted effect of over 60% in size; many of its hits are not listed in these tables
Target sequence (Q9HBX9 whole entry, looked up): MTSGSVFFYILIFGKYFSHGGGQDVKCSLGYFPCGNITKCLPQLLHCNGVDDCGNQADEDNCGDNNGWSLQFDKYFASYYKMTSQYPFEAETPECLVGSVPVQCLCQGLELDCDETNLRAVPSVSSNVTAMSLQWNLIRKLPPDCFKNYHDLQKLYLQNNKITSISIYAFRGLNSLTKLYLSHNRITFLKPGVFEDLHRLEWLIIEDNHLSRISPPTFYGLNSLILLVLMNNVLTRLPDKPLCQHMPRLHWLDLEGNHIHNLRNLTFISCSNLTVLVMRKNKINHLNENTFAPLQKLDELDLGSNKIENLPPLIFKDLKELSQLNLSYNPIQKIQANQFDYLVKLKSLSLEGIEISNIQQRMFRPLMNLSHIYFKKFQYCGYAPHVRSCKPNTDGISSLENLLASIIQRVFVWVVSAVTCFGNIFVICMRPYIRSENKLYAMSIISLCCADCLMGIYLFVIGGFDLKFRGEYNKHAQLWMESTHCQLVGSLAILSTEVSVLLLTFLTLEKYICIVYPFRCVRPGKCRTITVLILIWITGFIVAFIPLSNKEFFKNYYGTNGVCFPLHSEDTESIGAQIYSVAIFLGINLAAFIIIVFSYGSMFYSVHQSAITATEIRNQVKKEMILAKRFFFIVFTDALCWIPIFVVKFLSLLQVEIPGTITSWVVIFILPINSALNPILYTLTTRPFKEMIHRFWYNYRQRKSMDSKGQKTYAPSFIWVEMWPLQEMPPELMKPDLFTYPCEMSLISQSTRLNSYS
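cAMP rise read by TR-FRET after 30 min, 37C compound exposure (up to 58 uM) in RXFP1-transfected HEK293 cells with Ro 20174 present. EC50 from Hill-equation fits, with 29 nM porcine relaxin as 100% and buffer as basal.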
* hit, by the source's call; ? = inconclusive; · = no result given; & = joins results of further samples; [ ] = another dose, or the depositor's remark. Calls come from the whole dose curve; as a rule, active = well fitted curve in the direction sought with a large enough effect; inconclusive = small, poorly fitted or top-dose-only effect, or another doubt; inactive = no such curve, though single readings can be large; an effect the other way counts as inactive or inconclusive. Potency is the fitted concentration of half-maximal effect.

entry	SMILES	ALOX12 inh	Vif-APOBEC3G blk	Vif-APOBEC3F blk	rTrxR1 inhibitor	TrxR1 substrate
1	CC(=O)c1ccccc1NC(=O)COC(=O)CCCN1C(=O)c2cccc3cccc(c23)C1=O	-15%	0%	-7%	37%[activator]	35%
2	C=CC[n+]1c(/C=C2\C=Cc3cc(C)ccc3N2CC)ccc2ccccc21	0%	-24%	?	9%	-9%
3	Cc1ccccc1C(=O)Nc1ccc(C(=O)N/N=C/c2ccncc2)cc1	18%	-6%	4%	16%[57.1 µM]	-3%
4	CCOC(=O)C1CCCN(S(=O)(=O)c2ccc(-n3cnnn3)c(C)c2)C1 (configuration not stated)	-24%	1%	10%	21%	3%
5	CCOC(=O)c1cc(-c2ccccc2)n(CCC(=O)Nc2ccc(C(F)(F)F)cc2)c1C	0%	2%	-18%	27%[57.1 µM]	7%[57.1 µM]
6	COc1nnc(-c2ccc(N3CCCCC3)c(NC(=O)c3ccccc3Cl)c2)c2ccccc12	5%	10%	2%	8%	5%
7	CC(C)CCNC(=O)COC(=O)c1cc(Br)c(Br)s1	-2%	-4%	-1%	12%[57.1 µM]	5%[57.1 µM]
8	Cc1c(C(=O)NCc2ccco2)oc2ccc(Br)cc12	?	-11%	4%	?	-4%

entry	USP1-UAF1 inh	IDH1 R132H inh	RGS4 inhibitor	RXFP1 agonist
1	7%	2%	5%	2.6%
2	-11%	-16%	18%[56.9 µM]	2.6%
3	?	-2%	14%	1.4%
4	3%	-7%	14%	-0.2%
5	-14%	5%	-17%	1.2%
6	-13%	0%	-11%	3.8%
7	-3%	-3%	16%	5.0%
8	-14%	9%	-41%	0.8%

(cont.)
entry	SMILES	ALOX12 inh	Vif-APOBEC3G blk	Vif-APOBEC3F blk	rTrxR1 inhibitor	TrxR1 substrate
9	CN(C)Cc1c(OC(=O)c2ccc(N)cc2)ccc2ccccc12	?	-8%	3%	-5%[57.1 µM]	2%[2.29 µM]
10	COc1ccc(-c2cn3cccnc3n2)cc1NC(=O)C1CCCC1	-10%	1%	-38%	8%[57.1 µM]	29%[57.1 µM]
11	O=C(NC1CCC(O)CC1)c1ccccc1OCc1ccc(F)cc1 (configuration not stated)	22%	-7%	0%	17%	3%
12	Cc1ccc(N2CC(C(=O)NCc3cccnc3)CC2=O)cc1 (configuration not stated)	9%	-5%	-1%	0%	6%
13	Cc1cc[n+](CC(=O)Nc2cccc(C)c2)cc1	?	2%	-4%	17%	-3%
14	COc1ccc(C(=O)C(/C=N/O)=N/Nc2ccc(F)cc2)cc1	-22%	-7%	-2%	-2%[57.1 µM]	-1%[57.1 µM]
15	O=C(N/N=C\c1c(O)ccc2ccccc12)c1cncc(Br)c1	?	-15%	-2%	-11%	-10%
16	Cc1sc(NC(=O)CN(Cc2ccccc2)C(=O)C(C)C)c(C(N)=O)c1C	2%	-2%	3%	37%	9%

entry	USP1-UAF1 inh	IDH1 R132H inh	RGS4 inhibitor	RXFP1 agonist
9	?	6%	-27%	·
10	-14%	-1%	15%	4.0%
11	-23%	-8%	17%	-0.3%
12	-4%	0%	4%	0.8%
13	5%	0%	22%	-0.1%
14	-13%	-14%	-14%	-1.9%
15	32µM*	0%	-13%[56.9 µM]	3.1%
16	-22%	-3%	-7%	1.9%

Further entries
entry	SMILES	ALOX12 inh	Vif-APOBEC3G blk	Vif-APOBEC3F blk	rTrxR1 inhibitor	TrxR1 substrate
17	COc1ccc(OC)c(C(C)NC=O)c1 (configuration not stated)	2%	2%	-3%	14%	6%
18	C=CCn1c(SCc2c(Cl)cccc2Cl)nnc1-c1cccnc1	-5%	3%	-6%	12%	1%
19	O=[N+]([O-])c1ccc(/C=N/NC2=NS(=O)(=O)c3ccccc32)cc1	1%	-12%	5%	-11%	-16%
20	COc1ccc(S(=O)(=O)Nc2cccc(SC)c2)cc1OC	-18%	0%	2%	7%	-2%
21	CCCOc1ccc(/C(O)=C2/C(=O)C(=O)N(CCN3CCOCC3)C2c2ccccc2)cc1 (configuration not stated)	18%	3%	-1%	33%	8%
22	O=C(NCCc1c[nH]c2ccccc12)c1cc2ccccc2oc1=O	495%[activator]	-11%	-19%	20%[57.1 µM]	0%[57.1 µM]
23	Cc1nc(N2CCN(C(=O)c3ccc(Cl)cc3)CC2)c(C#N)c2c1COC(C)(C)C2	0%	-2%	-8%	8%[57.1 µM]	6%[57.1 µM]
24	Cc1ccc(NC(=S)NNC(=O)c2nn(C)cc2Cl)cc1	1%	1%	-12%	0%	1%

entry	USP1-UAF1 inh	IDH1 R132H inh	RGS4 inhibitor	RXFP1 agonist
17	8%	0%	24%	2.0%
18	-21%	9%	-5%	4.4%
19	-10%	-8%	10%	1.0%
20	-17%	8%	8%	1.4%
21	-5%	5%	17%[11.4 µM]	·
22	-13%	-10%	19%	2.0%
23	-20%	3%	20%	5.5%
24	-9%	2%	-26%	1.6%

Carrying on:
entry	SMILES	ALOX12 inh	Vif-APOBEC3G blk	Vif-APOBEC3F blk	rTrxR1 inhibitor	TrxR1 substrate
25	O=C(Nc1ccc2c(c1)CCC2)Nc1ccc2c(c1)OCO2	-13%	0%	-13%	27%	0%
26	CN1CCC(=NNC(=O)CSc2ccc(Cl)cc2)CC1	0%	-2%	8%	40%[57.1 µM]	10%[57.1 µM]
27	O=C(Nc1nc2nccc(-c3ccccc3)n2n1)c1ccc(F)cc1	14%	-1%	2%	9%	4%
28	CC1CCCN(C(=O)C23CCC(C)(C(=O)C2)C3(C)C)C1 (configuration not stated)	4%	5%	4%	16%[57.1 µM]	6%[57.1 µM]
29	COc1cc(/C=C(\C#N)C(=O)N2CCOCC2)cc(Br)c1O	-15%	-2%	-1%	-4%	-5%
30	CCn1cc(Br)c(C(=O)Nc2ccc(Cl)cc2Cl)n1	-6%	1%	-8%	28%	7%
31	COC(=O)c1ccc(C(=O)O)nc1	0%	1%	-10%	15%[57.1 µM]	7%[57.1 µM]
32	O=C(NNS(=O)(=O)c1ccc(Cl)cc1)c1cccc(S(=O)(=O)N2CCOCC2)c1	-2%	-2%	6%	12%	0%

entry	USP1-UAF1 inh	IDH1 R132H inh	RGS4 inhibitor	RXFP1 agonist
25	-13%	-3%	-6%	-1.3%
26	4%	4%	1%	0.2%
27	2%	0%	-12%	-0.1%
28	-4%	1%	10%	2.5%
29	-26%	17%	6%	3.0%
30	-22%	3%	-2%	1.6%
31	0%	1%	23%	0.5%
32	-9%	-3%	12%	0.8%

The list continues.
entry	SMILES	ALOX12 inh	Vif-APOBEC3G blk	Vif-APOBEC3F blk	rTrxR1 inhibitor	TrxR1 substrate
33	COc1ccc(Cl)cc1NC(=S)N1CCCC1	-4%	0%	4%	21%[57.1 µM]	6%[57.1 µM]
34	COc1cc(NC(=O)c2noc3c2CC(C(C)(C)C)CC3)cc(OC)c1OC (configuration not stated)	?	-2%	-1%	-17%	-6%
35	CC(C)CCNC(=O)c1c(CSc2ccc(Cl)cc2)noc1C(=O)NCc1ccccc1	4%	-7%	-5%	31%	-2%
36	O=C(CSc1ncnc2nc[nH]c12)NCCc1ccccc1	?	5%	5%	6%	3%
37	CC(C)OC(=O)N(C)C[C@@H]1OCc2cnnn2CCCC(=O)N([C@@H](C)CO)C[C@H]1C	-9%	-2%	-9%	·	·
38	O=C(Nc1ccc(Br)cc1Br)c1cccc2c1C(=O)N(C1CCCCC1)C2	10%	-8%	2%	-8%	-5%
39	CC1CCN(C(=O)COC(=O)c2nn(C)c(=O)c3ccccc23)CC1	4%&0%	0%	-3%	26%	4%
40	Cc1cc(=O)oc2cc(NC(=S)NCc3cccnc3)ccc12	1%	7%	3%	-1%	26%
41	CC1CN(S(=O)(=O)c2cccc(-c3csc(-c4ccccc4)n3)c2)CC(C)O1 (configuration not stated)	321%[activator]	-9%	-3%	-1%	-11%
42	COC(=O)C1=C(C)NC(=O)C1(NC(=O)c1cc(OC)c(OC)c(OC)c1)C(F)(F)F (configuration not stated)	-22%&-4%	·	·	11%	1%
43	COc1cccc(CC(=O)OCC(=O)N2CCN(c3ccc(F)cc3)CC2)c1	0%	2%	-6%	-5%	-3%

entry	USP1-UAF1 inh	IDH1 R132H inh	RGS4 inhibitor	RXFP1 agonist
33	-3%	-1%	13%	0.5%
34	?	-8%	-25%	-1.5%
35	-17%	8%	23%	·
36	-11%	4%	-9%	7.3%
37	-29%	11%	·	·
38	?	-1%	6%	0.4%
39	-20%	-1%	12%	9.8%
40	-21%	7%	-17%	25%
41	-5%	-5%	-33%	-0.6%
42	-15%	·	-8%	-1.4%
43	-7%	18%	-15%	2.2%

3 records picked at random from the list so far, as already listed:
entry	SMILES	ALOX12 inh	Vif-APOBEC3G blk	Vif-APOBEC3F blk	rTrxR1 inhibitor	TrxR1 substrate
34	COc1cc(NC(=O)c2noc3c2CC(C(C)(C)C)CC3)cc(OC)c1OC (configuration not stated)	?	-2%	-1%	-17%	-6%
43	COc1cccc(CC(=O)OCC(=O)N2CCN(c3ccc(F)cc3)CC2)c1	0%	2%	-6%	-5%	-3%
36	O=C(CSc1ncnc2nc[nH]c12)NCCc1ccccc1	?	5%	5%	6%	3%

entry	USP1-UAF1 inh	IDH1 R132H inh	RGS4 inhibitor	RXFP1 agonist
34	?	-8%	-25%	-1.5%
43	-7%	18%	-15%	2.2%
36	-11%	4%	-9%	7.3%

An excerpt; count on the stated rates, not on these rows.
